Screens (PubChem)
C diff growth: blocks growth of Clostridium difficile | Clostridium difficile clinical isolate growth, OD600, 24 h; stronger effect = lower value | growth activity, negative = inhibition, % at 16 µg/mL (by protocol) | hit rate 0.25% among 86,000;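 active means mean growth activity at or below -80% and every replicate also at or below -80%; inconclusive means mean at or below -80% but some replicate above -80%; inactive means mean growth activity above -80%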;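 further: 0% = DMSO wells and -100% = levofloxacin 16 µg/mL wells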
Tcruzi prolif: inhibitors of T. cruzi proliferation; inhibition, % at 8.34 µM; hit rate 5.9% among 77,000; T. cruzi beta-gal in NIH3T3, GalScreen luminescence, 90 h;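 active means mean inhibition above about 93%, with at least 55% of replicates each passing it, limit read from the data, passing the limit was not always enough; inconclusive means only one of those two conditions holds; inactive means neither condition holds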
KDM4C inh: KDM4C (human) demethylase inhibition; hit rate 0.15% among 96,000; AID 720574; inhibition, % at 12.5 µM; GST-KDM4C 2-372, H3K9me3 peptide, LANCE TR-FRET;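 active means mean replicate inhibition above about 25%, with at least 55% of replicates also reaching it, limit read from the data, passing the limit was not always enough; inconclusive means only one of those two conditions met; inactive means neither condition met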
Target sequence (Q9H3R0 2-372 limits assumed): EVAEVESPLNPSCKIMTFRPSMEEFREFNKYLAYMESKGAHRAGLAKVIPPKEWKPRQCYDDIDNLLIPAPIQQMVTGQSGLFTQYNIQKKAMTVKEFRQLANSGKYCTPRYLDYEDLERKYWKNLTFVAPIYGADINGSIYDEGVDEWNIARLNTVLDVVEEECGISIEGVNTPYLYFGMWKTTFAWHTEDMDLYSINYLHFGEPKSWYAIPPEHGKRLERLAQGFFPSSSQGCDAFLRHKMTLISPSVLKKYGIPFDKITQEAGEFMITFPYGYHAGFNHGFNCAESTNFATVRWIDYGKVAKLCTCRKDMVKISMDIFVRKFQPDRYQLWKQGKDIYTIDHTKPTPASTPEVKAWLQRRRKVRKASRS
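Material: N-terminal GST-fused human GASC-1 (KDM4C) fragment, residues 2-372. Input: 10 nM enzyme. Incubation: enzyme reaction 30 min, then detection 60 min, both room temperature. Doses: one test concentration per compound. Read-out basis: inhibition from TR-FRET ratio decrease. Detection: LANCE TR-FRET, excitation 340 nm, emissions 618 and 671 nm.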
Pf Dd2 inh: inhibitors of Plasmodium falciparum Dd2 growth; activity change, % at 10 µM; hit rate 2.3% among 94,000; P. falciparum Dd2 growth, SYBR Green, 72 h; stronger effect = lower value; AID 1159554; in the data active means activity change below about -80%; inconclusive means no clear call, values can overlap the other calls
Starred values were filed as active, the others as inactive; ? = inconclusive; · = no result given; & = joins results of further samples.

Order of values – C diff growth | Tcruzi prolif | KDM4C inh | Pf Dd2 inh
C[C@H](CO)N1C[C@H](C)[C@H](CN(C)CC2CC2)Oc2c(NC(=O)C3CC3)cccc2C1=O
  2 | · | 1.0 | 0
C[C@@H]1CCCCO[C@H](CN(C)S(=O)(=O)c2ccc(Cl)cc2)[C@H](C)CN([C@H](C)CO)C(=O)c2cc(NC(=O)CCC(F)(F)F)ccc2O1
  -3 | 99* | 0.0 | -42
COc1ccc(S(=O)(=O)N(C)C[C@@H]2OCCCC[C@@H](C)Oc3ccc(NC(=O)Nc4c(C)noc4C)cc3C(=O)N([C@@H](C)CO)C[C@@H]2C)cc1
  -7 | 22 | 1.5 | -63
COc1ccc(S(=O)(=O)Nc2ccc3c(c2)C(=O)N([C@H](C)CO)C[C@@H](C)[C@@H](CN(C)C(=O)CCCN(C)C)OCCCC[C@@H](C)O3)cc1
  0 | 59 | 17 | -20
CCC(=O)N1[C@@H]2Cn3c(ccc(-c4ccccc4F)c3=O)[C@H]1[C@@H](C(=O)NC1CCCC1)[C@@H]2CO
  -6 | -6 | -0.8 | 11
C[C@H]1CCCCO[C@H](CN(C)C(=O)CCC(F)(F)F)[C@@H](C)CN([C@@H](C)CO)C(=O)c2cc(NC(=O)Cc3ccccc3)ccc2O1
  -4 | 78 | 1.9 | ·
C[C@@H]1CN([C@H](C)CO)C(=O)c2cc(C#CCN(C)C)cnc2O[C@@H]1CN(C)Cc1cccc(F)c1
  2 | -59 | 0.2 | 7
O=C(c1ccncc1)N1C[C@@H]2[C@H](c3ccccc31)[C@H](CO)N2C(=O)Nc1ccc(F)cc1
  -2 | 61 | 5.5 | 8
O=C(C[C@@H]1C[C@H]2c3cc(NS(=O)(=O)c4ccccc4)ccc3O[C@H]2[C@H](CO)O1)N1CCCCC1
  -2 | 104* | 5.8 | -42
COCC(=O)Nc1ccc2c(c1)[C@H]1C[C@@H](CC(=O)OC)O[C@H](CO)[C@H]1O2
  -3 | 22 | -1.2 | 23
COc1ccc2c3c([nH]c2c1)[C@@H](CO)N(Cc1ccccc1Cl)CC31CCN(C(=O)C2CC2)CC1
  7 | · | 0.1 | -87*
C[C@H](CO)N1C[C@H](C)[C@@H](CN(C)S(=O)(=O)c2ccc(F)cc2)Oc2c(NC(=O)Nc3cccc4ccccc34)cccc2C1=O
  10 | 38 | 1.9 | -34
Cc1ccc(S(=O)(=O)N(C)C[C@@H]2OCc3ccccc3-c3ccccc3C(=O)N([C@@H](C)CO)C[C@@H]2C)cc1
  · | 1 | -0.5 | -66
O=C(CCN1CCCCC1)N[C@H]1CC[C@@H](CCNS(=O)(=O)c2ccccc2)O[C@@H]1CO
  · | -11 | 0.3 | -15
CCCNC(=O)[C@H]1[C@H](CO)[C@H]2Cn3c(ccc(/C=C/c4ccccc4)c3=O)[C@@H]1N2C(=O)c1ccccc1
  3 | -11 | -2.4 | -6

Three compounds from above, sorted by molecular weight, high to low.
Order of values – C diff growth | Tcruzi prolif | KDM4C inh | Pf Dd2 inh
Cc1ccc(S(=O)(=O)N(C)C[C@@H]2OCc3ccccc3-c3ccccc3C(=O)N([C@@H](C)CO)C[C@@H]2C)cc1
  · | 1 | -0.5 | -66
CCCNC(=O)[C@H]1[C@H](CO)[C@H]2Cn3c(ccc(/C=C/c4ccccc4)c3=O)[C@@H]1N2C(=O)c1ccccc1
  3 | -11 | -2.4 | -6
CCC(=O)N1[C@@H]2Cn3c(ccc(-c4ccccc4F)c3=O)[C@H]1[C@@H](C(=O)NC1CCCC1)[C@@H]2CO
  -6 | -6 | -0.8 | 11

The results go on:
Order of values – C diff growth | Tcruzi prolif | KDM4C inh | Pf Dd2 inh
C/C=C/c1ccccc1[C@@H]1[C@@H](C#N)N(c2nc(CC)cs2)[C@@H]1CO
  5 | · | 0.6 | -18
Cc1ccc(S(=O)(=O)N(C)C[C@H]2Oc3c(NC(=O)c4nc5ccccc5s4)cccc3C(=O)N([C@@H](C)CO)C[C@H]2C)cc1
  -1 | 96 | 0.9 | -56
C/C=C/c1cnc2c(c1)C(=O)N([C@@H](C)CO)C[C@H](C)[C@H](CN(C)C(=O)NC1CCCCC1)O2
  1 | 80 | -0.1 | 22
COc1ccc2c3c(n(C)c2c1)[C@@H](CO)N(C)CC31CCN(C(=O)Nc2cccc(F)c2)CC1
  10 | · | -0.6 | -73
C[C@@H]1CCCCO[C@@H](CN(C)C(=O)Nc2cccc3ccccc23)[C@H](C)CN([C@@H](C)CO)C(=O)c2cc(NC(=O)CCCN(C)C)ccc2O1
  4 | -1 | 1.2 | 3
C[C@@H]1CN([C@H](C)CO)S(=O)(=O)c2ccc(-c3ccccc3)cc2O[C@H]1CN(C)Cc1cccnc1
  -5 | 92* | -2.5 | -63
COc1ccc2c3c(n(C)c2c1)[C@H](CO)N(C(=O)CC1CC1)CC31CCN(C(=O)NC(C)C)CC1
  -4 | · | -0.4 | 10
CCCNC(=O)N1C[C@@H](O)COC[C@@H]2O[C@H](CC(=O)N3CCOCC3)CC[C@H]21
  · | 24 | -0.9 | -36
C[C@@H](NC(=O)[C@H]1[C@H](CO)[C@H]2Cn3c(cccc3=O)[C@H]2N1C(=O)C1CC1)c1ccccc1
  -2 | -11 | -1.4 | 1
CN1C(=O)c2cc(NC(=O)Nc3ccccc3)ccc2OC[C@H]2O[C@@H](CC(=O)NC3CCC3)CC[C@H]21
  9 | -40 | 1.6 | -25
O=C(CC1CC1)N1CC2(C1)[C@H](c1ccccc1)[C@H](CO)N2S(=O)(=O)Cc1ccccc1
  1 | · | 0.5 | -33
Cc1ccc(S(=O)(=O)Nc2ccc3c(c2)C(=O)N([C@@H](C)CO)C[C@@H](C)[C@@H](CN(C)C(=O)Nc2cccc4ccccc24)OCCCC[C@H](C)O3)cc1
  3 | 92 | -2.1 | -84*
C[C@H](CO)N1C[C@H](C)[C@H](CN(C)C)Oc2cc(-c3cccnc3)ccc2S1(=O)=O
  2 | 7 | 0.2 | 35
CCNC(=O)[C@@H]1[C@@H](CO)[C@@H]2Cn3c(ccc(-c4cccnc4)c3=O)[C@H]1N2Cc1ccccc1
  -3 | 6 | 5.6 | 9
CCNC(=O)C[C@H]1C=C[C@H](NS(=O)(=O)c2ccc(F)cc2)[C@H](CO)O1
  · | -8 | -0.6 | 14
O=C(c1cccc(F)c1)N1CCCCN2[C@H](C1)[C@H](c1ccc(C#CC3(O)CCCC3)cc1)[C@@H]2CO
  -1 | 85 | -0.3 | 13
O=C(c1ccccc1)N1CC(=O)N2[C@H](CO)[C@H](c3ccc(C#CCC4CCCC4)cc3)[C@H]2C1
  27 | · | -0.3 | -63
C[C@@H]1CN([C@H](C)CO)C(=O)Cc2cc(NC(=O)CCN3CCOCC3)ccc2O[C@@H]1CN(C)CC1CCCCC1
  -5 | 9 | 0.5 | 5
C[C@@H]1CN([C@@H](C)CO)C(=O)CCCn2nncc2CO[C@@H]1CN(C)C(=O)Nc1cccc(C(F)(F)F)c1
  2 | 18 | 0.5 | -3
COc1ccccc1-c1cnc2c(c1)C(=O)N([C@H](C)CO)C[C@H](C)[C@@H](CN(C)C(=O)c1ccncc1)O2
  -1 | 43 | -1.4 | 12
CNC(=O)C[C@@H]1CC[C@H]2[C@@H](COC[C@@H](O)CN2S(=O)(=O)c2ccc(Oc3ccccc3)cc2)O1
  3 | 16 | 0.0 | 1
CN1[C@H](C(=O)NCC2CCCCC2)[C@@H](CO)[C@@H]2Cn3c(ccc(-c4cccnc4)c3=O)[C@@H]21
  15 | -39 | 2.2 | ·
CC(C)NC(=O)Nc1ccc2c(c1)C(=O)N([C@@H](C)CO)C[C@@H](C)[C@@H](CN(C)S(C)(=O)=O)OCCCC[C@@H](C)O2
  · | -58 | 1.1 | 30
C[C@@H]1CN([C@@H](C)CO)C(=O)c2cc(NC(=O)Cc3ccccc3)ccc2O[C@H]1CN(C)C(=O)Nc1ccc(C(F)(F)F)cc1
  -6 | -59 | -0.5 | 4
COc1ccc(NC(=O)N(C)C[C@@H]2Oc3ccc(NS(=O)(=O)c4c(C)noc4C)cc3C(=O)N([C@@H](C)CO)C[C@@H]2C)cc1
  · | -20 | -1.4 | -6
O=C(NC1CCCC1)[C@@H]1[C@@H](CO)[C@@H]2Cn3c(ccc(-c4ccccc4)c3=O)[C@H]1N2CCc1ccccc1
  -12 | 77 | -1.6 | ·
C[C@H](CO)N1C[C@H](C)[C@@H](CN(C)C(=O)c2ccncc2)OCCCC[C@H](C)Oc2ccc(NC(=O)c3ccncc3)cc2C1=O
  -6 | 55 | 11 | 49
CCCN1[C@@H]2c3ccc(-c4ccccc4)c(=O)n3C[C@@H]2[C@@H](CO)[C@@H]1C(=O)NCCc1cn(C)cn1
  4 | 87 | 6.9 | -14
CCCN(C)C[C@@H]1OCCCC[C@H](C)Oc2ccc(NS(C)(=O)=O)cc2C(=O)N([C@@H](C)CO)C[C@H]1C
  -5 | ? | 1.2 | -40
COc1ccccc1NC(=O)N(C)C[C@@H]1OCc2ccccc2-c2c(n(C)c3ccccc23)C(=O)N([C@@H](C)CO)C[C@H]1C
  · | -65 | -1.2 | -55
C[C@H]1CN([C@@H](C)CO)S(=O)(=O)c2ccc(-c3ccncc3)cc2O[C@@H]1CN(C)C
  -4 | 29 | 0.6 | -3
C/C=C/c1ccc2c(c1)O[C@@H](CN(C)C(=O)c1ccccn1)[C@H](C)CN([C@H](C)CO)S2(=O)=O
  5 | 19 | -0.2 | 15
CNC[C@@H]1Oc2cc(C#CC3CCCC3)ccc2S(=O)(=O)N([C@@H](C)CO)C[C@H]1C
  -6 | -103 | -2.3 | -55
C[C@@H]1CCCCO[C@H](CN(C)C(=O)Nc2ccccc2)[C@H](C)CN([C@@H](C)CO)C(=O)c2cc(NC(=O)Nc3ccc(F)cc3)ccc2O1
  · | 35 | -1.7 | -51
COc1ccc(S(=O)(=O)Nc2ccc3c(c2)C(=O)N([C@@H](C)CO)C[C@@H](C)[C@@H](CN(C)Cc2ccc(C(=O)O)cc2)OCCCC[C@@H](C)O3)cc1
  -6 | 69 | -0.5 | -27
C[C@@H]1CN([C@H](C)CO)C(=O)c2cccc(NS(=O)(=O)c3ccc(F)cc3)c2O[C@@H]1CN(C)S(=O)(=O)c1ccc(Cl)cc1
  -14 | 10 | -3.0 | -32
CC(C)NC(=O)N1CCCCN2[C@H](CO)[C@H](c3ccc(C#Cc4ccccc4F)cc3)[C@H]2C1
  -8 | 109* | -1.8 | -33
C[C@H]1CN([C@@H](C)CO)C(=O)c2cc(-c3cccc(C#N)c3)cnc2O[C@H]1CN(C)Cc1ccc(F)cc1
  1 | -8 | 0.1 | 33
CO[C@H]1CN(C)C(=O)c2ccc(NC(=O)c3ccc(-c4ccccc4)cc3)cc2OC[C@@H](C)NC[C@@H]1C
  · | -32 | -1.8 | -92*
COc1ccc2c3c([nH]c2c1)[C@H](CO)N(Cc1nccs1)CC31CCN(C(=O)C2CC2)CC1
  -4 | · | -1.4 | -76
Cc1noc(C)c1NC(=O)N(C)C[C@@H]1Oc2c(NC(=O)Nc3ccccc3)cccc2C(=O)N([C@H](C)CO)C[C@@H]1C
  -4 | 33 | -1.5 | 1
CN(C)Cc1cn(CC[C@H]2CC[C@H](NC(=O)Nc3ccccc3F)[C@@H](CO)O2)nn1
  2 | -46 | 1.6 | 8
C[C@@H]1CN([C@H](C)CO)C(=O)c2cc(NC(=O)NC3CCCCC3)ccc2O[C@H]1CN(C)Cc1ccc(-c2ccccc2)cc1
  30 | 105* | -0.6 | 10
C[C@H](CO)N1C[C@H](C)[C@@H](CN(C)C(=O)Nc2cccc(F)c2)OCc2cn(nn2)CCCC1=O
  -4&-3 | ? | 0.4 | 5&-2
CCC(=O)Nc1ccc2c(c1)C(=O)N(C)[C@H]1CC[C@H](CC(=O)O)O[C@H]1CO2
  3 | -5 | 3.6 | 12
COc1ccccc1NC(=O)N(C)C[C@@H]1OCc2cnnn2CCCC(=O)N([C@@H](C)CO)C[C@@H]1C
  · | 2 | · | 3
CC(C)CC#Cc1cnc2c(c1)C(=O)N([C@H](C)CO)C[C@H](C)[C@H](CN(C)S(=O)(=O)c1cccs1)O2
  1 | 41 | -4.0 | -36
C/C=C/c1ccccc1[C@H]1[C@@H](CO)N(c2nc(CC)cs2)[C@H]1C#N
  3 | · | -0.3 | 11
CN(C)C(=O)C[C@H]1CC[C@H](NC(=O)NC2CCCC2)[C@H](CO)O1
  · | -8 | 0.4 | 8
C[C@H]1CN([C@@H](C)CO)C(=O)c2cc(/C=C/c3ccccc3)cnc2O[C@H]1CN(C)S(=O)(=O)c1cccs1
  -8 | · | 1.4 | -49
CCCC#Cc1ccc([C@H]2[C@H](CO)N3C(=O)CN(C(=O)Cc4cccnc4)C[C@@H]23)cc1
  2 | · | 0.2 | 37
CC(C)NC(=O)Nc1ccc2c(c1)C(=O)N([C@@H](C)CO)C[C@H](C)[C@H](CN(C)S(=O)(=O)c1cn(C)cn1)O2
  -4 | 98 | 0.3 | 19
Cc1ccc(-c2ccc([C@@H]3[C@@H](CO)N4CCCCN(C(=O)c5ccncc5)C[C@@H]34)cc2)cc1
  -3 | 57 | -0.5 | 35
